FID counter: displaces DNA intercalator in HCV helicase counter-screen; DNA fluorescent intercalator displacement, fluorescence; inhibition, % at 7.9 µM; 290,000 compounds, 0.17% hits; in the data active means inhibition above about 37%;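 further: 0% = vehicle and 100% = reference compound; higher means more ethidium bromide displaced from hairpin DNA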
NALP1 inh: blocks the NALP1 inflammasome reconstituted in yeast; S. cerevisiae NALP1/ASC/caspase-1 growth, X-gal OD620, 72 h; inhibition, % at 10 µM; 280,000 compounds, 0.61% hits; AID 2071; in the data active means inhibition mostly above about 24%, no sharp cut-off; inactive means mostly below about 32%; further: some compounds called inactive have numbers as strong as hits
MEKK3 PB1 HTS: raises or lowers MEK5 binding to the human MEKK3 PB1 domain. 290,000 compounds, 1.4% hits. bead-based flow cytometry, Alexa488-MEK5 binding to MEKK3; actives lie on both sides; 0 = blocked by unlabeled MEK5, 100 = vehicle. Q99759. AID 1529. binding response (% of control), % at 10 µM;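 active means binding response more than 3 SD above or below the average of its plate-row segment, actives on both sides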;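 further: Alexa488 bead fluorescence after subtracting the streptavidin-only scavenger bead signal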
PHOSPHO1 block: PHOSPHO1 (human) inhibition; recombinant PHOSPHO1, absorbance phosphatase assay; inhibition, % at 13.3 µM; 290,000 compounds, 1.1% hits; AID 1565; in the data active means inhibition above about 60%
Target sequence (Q8TCT1 whole entry, looked up): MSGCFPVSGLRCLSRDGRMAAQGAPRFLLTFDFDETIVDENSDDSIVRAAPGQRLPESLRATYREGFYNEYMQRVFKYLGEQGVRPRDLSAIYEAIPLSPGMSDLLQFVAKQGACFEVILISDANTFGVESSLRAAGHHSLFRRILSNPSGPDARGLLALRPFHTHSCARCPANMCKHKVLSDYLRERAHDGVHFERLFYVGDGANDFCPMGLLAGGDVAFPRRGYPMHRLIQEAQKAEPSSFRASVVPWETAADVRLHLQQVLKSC
OXTR agonist: human OXTR agonism; P30559; CHO-OTR cells, Fluo-8 calcium fluorescence; normalized: DMSO 0%, oxytocin 100%; activation, % at 3 µM; 320,000 compounds, 0.32% hits;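 active means activation above the mean of all tested compounds plus 3 SD, cutoff set per screening run, cut at about 20% in these data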;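 further: peak over basal fluorescence ratio from a 100 s FLIPR kinetic read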
Target sequence (P30559 whole entry, looked up): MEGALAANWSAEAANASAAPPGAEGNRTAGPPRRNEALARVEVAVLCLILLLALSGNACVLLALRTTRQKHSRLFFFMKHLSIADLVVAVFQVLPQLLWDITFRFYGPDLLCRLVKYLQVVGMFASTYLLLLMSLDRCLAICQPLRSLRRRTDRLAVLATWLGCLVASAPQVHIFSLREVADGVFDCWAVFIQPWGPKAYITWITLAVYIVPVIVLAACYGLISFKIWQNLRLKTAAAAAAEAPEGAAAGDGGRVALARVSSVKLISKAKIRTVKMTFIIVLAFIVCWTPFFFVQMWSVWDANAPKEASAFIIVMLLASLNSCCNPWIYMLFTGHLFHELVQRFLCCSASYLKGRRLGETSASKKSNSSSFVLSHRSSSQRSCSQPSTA
GPR7 antag: human neuropeptides B/W receptor 1 antagonism; P48145; GPR7-expressing cells, fluorescence antagonist assay; 290,000 compounds, 1.1% hits; inhibition, % at 4.4 µM; in the data active means inhibition above about 16%, passing the limit was not always enough;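 further: cells stimulated with the agonist NPW; 0% = agonist with vehicle and 100% = vehicle without agonist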
Target sequence (P48145 whole entry, looked up): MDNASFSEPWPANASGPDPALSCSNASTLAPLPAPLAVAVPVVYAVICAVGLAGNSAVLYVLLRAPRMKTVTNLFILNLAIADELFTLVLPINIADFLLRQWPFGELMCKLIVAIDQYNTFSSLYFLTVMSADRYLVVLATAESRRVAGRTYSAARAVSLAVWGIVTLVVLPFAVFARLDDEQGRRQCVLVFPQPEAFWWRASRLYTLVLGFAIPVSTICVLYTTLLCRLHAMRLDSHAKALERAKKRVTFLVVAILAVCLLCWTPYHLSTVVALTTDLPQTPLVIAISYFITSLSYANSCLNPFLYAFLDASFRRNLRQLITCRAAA
MEKK2 mut-MEK5: signal of MEK5 binding to mutant human MEKK2 PB1 domain; bead flow cytometry, Alexa488-MEK5 binding to MEKK2 mutant; percent response, % at 10 µM; 290,000 compounds, 0.35% hits; AID 1530; in the data active means percent response above about 24%, passing the limit was not always enough; further: inactives centre near 1; some results filed as inactive read as strong as hits; reference of the scale not given here
M18AAP inhibitor: PfM18AAP enzyme inhibition; AID 1822; recombinant PfM18AAP, H-Glu-NHMec fluorogenic cleavage; inhibition, % at 7.35 µM; 290,000 compounds, 1.2% hits;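 active means inhibition above the campaign mean inhibition over all tested compounds plus 3 SD, cut at about 28% in these data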;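 further: 0% = plate median of test compound wells and 100% = 2 mM ZnCl2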
MEKK2wt PB1 HTS: raises or lowers MEK5 binding to wildtype human MEKK2 PB1 domain | binding response (% of control), % at 10 µM | 290,000 compounds, 1.1% hits | bead flow cytometry, Alexa488-MEK5 binding to MEKK2 WT; actives lie on both sides; in the data active means binding response below about 67% or above about 130%
Starred values were filed as active, the others as inactive; · = not tested or not shown. An unsorted share of the library; overall some 6.2% were active at least once.

SMILES | FID counter | NALP1 inh | MEKK3 PB1 HTS | PHOSPHO1 block | OXTR agonist | GPR7 antag | MEKK2 mut-MEK5 | M18AAP inhibitor | MEKK2wt PB1 HTS
CCOC(=O)/C(C#N)=C1/SC(CC)C(=O)N1c1ccc(C)cc1 (configuration not stated) | -20 | 2 | 115 | -12 | -2.2 | -8 | 14 | -5 | 113
CCOc1ccc(/C=N/N2C(C)CCCC2C)cc1 (configuration not stated) | -5 | 28 | 102 | -1 | -0.6 | 3 | 6 | 1 | 106
CC(C)CCNC(=O)CN1C(=O)NC(c2ccccc2)(c2ccccc2)C1=O | -32 | 0 | 102 | 16 | -0.5 | -2 | -3 | -12 | 99
C[C@H](NC(=O)[C@H]1N2C(=O)c3ccccc3C2SC1(C)C)C(=O)N1CCN(C)CC1 (some centres not stated) | 9 | 8 | 96 | 48 | -1.1 | -4 | 0 | 9 | 95
CCOc1ccc(N(CC(=O)NCc2ccccc2)S(=O)(=O)c2c(C)noc2C)cc1 | -14 | -7 | 105 | 0 | -1.6 | -7 | 2 | 6 | 105
O=C(Cn1sc2ccccc2c1=O)NC12CC3CC(CC(C3)C1)C2 | -9 | -2 | 101 | 84* | 2.8 | 0 | 4 | 34* | 105
CC1(C)Oc2ccc3ccc(=O)oc3c2C(N2CCCCC2)C1O (configuration not stated) | -1 | -9 | 99 | -31 | -1.1 | 11 | 3 | -1 | 101
O=C(Nc1ccccn1)NC1CCCCC1 | -5 | 4 | 98 | 1 | -1.1 | 6 | 13 | 2 | 99
CCN(Cc1ccncc1)C(=O)c1ccc(C)o1 | -2 | 8 | 95 | 3 | -0.2 | -10 | 2 | -1 | 102
CCc1ccccc1NC(=S)N1CCN(c2ccccc2F)CC1 | -21 | 16 | 109 | 24 | 1.8 | -11 | 14 | -6 | 110
COc1ccc(NC(=O)[C@H](C)NC(=O)C2CCN(S(=O)(=O)c3ccc(OC)cc3)CC2)cc1 | -44 | 4 | 105 | -154 | -2.4 | -5 | -1 | -6 | 105
Cc1ccc(/C=C/C(=O)C2C(=O)c3ccccc3C2=O)cc1 | -23 | 16 | 102 | 56 | -0.3 | -21 | 6 | 5 | 107
N#C/C(C(=O)N1CCCCC1)=C1/N=C(N)c2ccccc21 | -6 | 27 | 99 | 14 | -2.3 | -2 | -2 | -1 | 100
CC(=O)C1=C(O)C(=O)N(c2cccnc2)C1c1ccc(Cl)cc1 (configuration not stated) | -3 | 8 | 97 | -9 | -0.5 | -18 | -4 | 1 | 97
O=C(NNC(=S)NCc1ccccc1)c1ccc2c(c1)OCO2 | 2 | 2 | 99 | 44 | -0.1 | -4 | 1 | 4 | 101
O=C(NCCOc1ccccc1)c1ccccc1 | -2 | 6 | 100 | 0 | -0.3 | 4 | 1 | 0 | 97
O=C(CCC(=O)N/N=C/c1ccc(Br)o1)N/N=C/c1ccc(Br)o1 | -6 | 7 | 103 | -29 | 0.3 | -1 | 3 | -1 | 102
CC(=O)c1cccc(NC(=O)CSc2nc(N3CCCCC3)nc(N3CCCCC3)n2)c1 | -3 | -5 | 103 | 51 | -1.3 | -7 | 3 | 6 | 100
COc1ccc(CNC(=O)C2CCN(S(=O)(=O)N3CCOCC3)CC2)cc1 | -9 | 10 | 104 | 36 | 0.3 | -4 | 2 | -1 | 100
COc1ccccc1N1CCN(C(=O)c2ccc(Cn3c(=S)[nH]c4cc5c(cc4c3=O)OCO5)cc2)CC1 | -2 | -3 | 104 | -22 | 1.7 | -12 | 3 | 5 | 96
CC(C)n1nccc1N(Cc1ccc(C#N)cc1)S(=O)(=O)c1ccccc1 | -31 | 4 | 103 | 10 | -1.9 | -3 | 1 | -2 | 103
NC(=O)c1ccc[n+](Cc2cccc3ccccc23)c1 | 0 | 8 | 105 | 3 | 1.1 | -8 | 3 | 2 | 107
COc1ccc(OC)c(C(C)NC(=S)NC2CCCCC2)c1 (configuration not stated) | -31 | -2 | 103 | 23 | · | 8 | -2 | 13 | 104
CN(C)c1nc(N(C)C)n(Cc2c(Cl)cccc2Cl)n1 | -16 | 2 | 103 | 16 | -0.3 | -6 | -10 | -15 | 89
Cc1c(C(=O)Nc2cccc(F)c2)cnn1-c1ccccc1 | -15 | 9 | 101 | 24 | 2.3 | 10 | 0 | -5 | 101
Cc1ccc(CSc2nc3ccccc3c(=O)[nH]2)cc1 | -13 | 4 | 103 | -10 | -2.9 | -10 | 1 | 0 | 101
Cc1ccc(C(=O)NC2CCCc3ccccc32)cc1[N+](=O)[O-] (configuration not stated) | -10 | 18 | 104 | 39 | -0.9 | 34* | 4 | -6 | 99
COC(=O)[C@@H]1CCCN1C(=O)c1ccc(OC2CCN(Cc3ccccn3)CC2)cc1 | 0 | 3 | 96 | 22 | 0.5 | -18 | -2 | 2 | 99
CC(C)CC(=O)Nc1ccc2c(c1)nc(CCN1CCOCC1)n2C | -7 | -16 | 106 | 34 | 5.0 | -15 | 3 | -2 | 105
COc1ccc(CN2C(=O)c3cccc4cccc2c34)cc1F | -24 | -2 | 98 | 7 | 0.0 | 5 | -9 | -9 | 90

Looked up above:
M18AAP inhibitor with O=C(NCCOc1ccccc1)c1ccccc1 → 0
FID counter with CC(C)CC(=O)Nc1ccc2c(c1)nc(CCN1CCOCC1)n2C → -7
FID counter with CC(=O)c1cccc(NC(=O)CSc2nc(N3CCCCC3)nc(N3CCCCC3)n2)c1 → -3

Record cards, from the list above. Order of values: FID counter, NALP1 inh, MEKK3 PB1 HTS, PHOSPHO1 block, OXTR agonist, GPR7 antag, MEKK2 mut-MEK5, M18AAP inhibitor, MEKK2wt PB1 HTS
`Cc1ccc(C(=O)NC2CCCc3ccccc32)cc1[N+](=O)[O-]` (configuration not stated) reads -10, 18, 104, 39, -0.9, 34*, 4, -6, 99
`O=C(NNC(=S)NCc1ccccc1)c1ccc2c(c1)OCO2` reads 2, 2, 99, 44, -0.1, -4, 1, 4, 101
`CC(C)CC(=O)Nc1ccc2c(c1)nc(CCN1CCOCC1)n2C` reads -7, -16, 106, 34, 5.0, -15, 3, -2, 105

Later entries:
SMILES | FID counter | NALP1 inh | MEKK3 PB1 HTS | PHOSPHO1 block | OXTR agonist | GPR7 antag | MEKK2 mut-MEK5 | M18AAP inhibitor | MEKK2wt PB1 HTS
O=[N+]([O-])C(C1CCS(=O)(=O)C1)C1CCS(=O)(=O)C1 (configuration not stated) | 6 | 9 | 83 | 0 | -0.4 | 16 | -3 | -8 | 86
CCNc1ccc(C(=O)NN=C2CCCC2)cc1[N+](=O)[O-] | -8 | -5 | 102 | 16 | -2.1 | -2 | -10 | -3 | 95
COC(=O)N(NC(=O)C(O)(c1ccccc1)c1ccccc1)c1ccccc1 | -7 | 0 | 90 | 12 | -0.2 | 26* | 0 | -3 | 83
Cc1ccc(OC(=O)c2ccc3nc(C)sc3c2)cc1 | -3 | -63 | 118 | 35 | 0.2 | -2 | 0 | -12 | 107
COc1cc(/C=N/N2CCN(Cc3ccc(C)cc3)CC2)cc(OC)c1O | -4 | 8 | 104 | 50 | -0.6 | 7 | 0 | 47* | 105
O=C(c1ccc(COc2ccccc2Br)o1)N1CCCCCC1 | -28 | 24 | 104 | -10 | -1.2 | 4 | 0 | -26 | 100
CN(Cc1ccon1)Cc1cn(C)nc1-c1ccc(Oc2ccccc2)cc1 | -16 | · | 102 | 41 | 0.7 | -6 | -1 | 0 | 100
O=C(N/N=C/c1cccc([N+](=O)[O-])c1)c1cccs1 | 7 | 19 | 96 | 9 | -0.3 | 7 | -1 | 0 | 102
O=C(COC(=O)c1ccccc1SCC(=O)N1CCCC1)Nc1ccccc1C(F)(F)F | -39 | 0 | 96 | 51 | 1.6 | 2 | 3 | 10 | 97
O=C(c1cnn2c1NC(c1ccc(Br)cc1)CC2C(F)(F)F)N1CCN2CCCC2C1 (configuration not stated) | 9 | 4 | 93 | -8 | 4.3 | 2 | 2 | 7 | 98
N#CC1=C(N)Oc2cc(N)ccc2C1c1ccc(F)cc1F (configuration not stated) | 0 | 16 | 100 | 29 | 14 | 34* | 3 | 15 | 120
COc1ccc2[nH]c(=O)c(CN(Cc3ccc4c(c3)OCO4)C(C)=O)cc2c1 | -20 | 22 | 98 | 4 | -0.3 | 0 | 0 | 21 | 99
CCOc1ccc(N(C)S(=O)(=O)c2cc(-c3cc(C)no3)ccc2C)cc1 | -28 | 14 | 99 | 32 | -1.4 | 32* | 0 | 0 | 99
COc1cccc(/C=C2\SC(=O)N(CC(=O)NCCCn3ccnc3)C2=O)c1 | 12 | 9 | 91 | 32 | 0.3 | -8 | -13 | 2 | 84
Cc1ccc(NC(=O)c2ccc3c(c2)S(=O)(=O)c2ccccc2C3=O)cc1S(=O)(=O)N1CCOCC1 | 2 | · | 100 | 25 | 0.8 | -10 | -3 | -4 | 97
Nc1nc(-c2ccco2)nn1C(=O)c1ccccc1Cl | 3 | 0 | 102 | 0 | · | -9 | 6 | -6 | 103
COc1ccc(Cl)cc1NC(=O)CN(C)C(=O)Cc1ccc2c(c1)CCC2 | -23 | 17 | 101 | -43 | -1.3 | 9 | -2 | -14 | 101
COC(=O)c1ccc2c(c1)N(C)C(=O)CS2 | -1 | -3 | 98 | -7 | 0.0 | -8 | 3 | -1 | 106
COc1cccc(NC(=O)c2ccc(NC(C)=O)cc2)c1 | -2 | -1 | 97 | 5 | 1.2 | -7 | -2 | 2 | 98
O=C(CSc1ccccn1)N1CCN(c2ccccc2)CC1 | -6 | 40 | 103 | -4 | 1.3 | -5 | 6 | 2 | 99
COc1ccccc1C(=O)NNC(=O)c1cccc(Br)c1 | -2 | 19 | 104 | 19 | 0.1 | 1 | 8 | 6 | 110
CCOC(=O)CSc1nnc(CSc2nc3ccccc3c(=O)[nH]2)n1-c1ccccc1 | -32 | 9 | 94 | -27 | -2.8 | -14 | -7 | 1 | 93
CC(C)c1nnc(NC(=O)CCC(=O)NCc2cccs2)s1 | -4 | -2 | 96 | 16 | 0.4 | -9 | -2 | -6 | 93
Cc1ccc(-c2nc(Nc3ccc(N4CCOCC4)cc3)c3ccccc3n2)cc1 | -3 | 0 | 102 | 16 | -1.8 | -4 | 8 | 2 | 133
CC(C)Oc1ccc(C(=O)N2CCN(C(=O)c3ccco3)CC2)cc1 | -27 | 5 | 99 | 26 | 0.0 | 5 | 2 | -3 | 102
O=C(Cn1cnc2cc([N+](=O)[O-])ccc2c1=O)NC(=O)NCc1ccccc1 | 4 | · | 98 | 5 | 2.4 | 6 | 3 | -4 | 102
CC(=O)c1sc(=S)n(Cc2ccccc2)c1C | -4 | 6 | 99 | 26 | · | -6 | 4 | -3 | 100
Cc1ccc(C(=O)N2CCN(c3ccc(NC(=O)c4ccc(Br)o4)cc3)CC2)cc1 | -21 | 8 | 104 | 6 | -0.8 | 7 | 2 | -5 | 100
CCC(CO)NS(=O)(=O)c1cc(-c2nn(C)c(=O)c3ccccc23)ccc1C (configuration not stated) | -11 | -7 | 101 | 24 | 1.3 | 4 | -12 | -4 | 85
NC(=O)CSc1nc2ccccc2c(=O)n1Cc1ccccc1 | -8 | 6 | 108 | -12 | -0.4 | -2 | 9 | -3 | 110
CCOC(=O)c1ccc(N=Nc2c(C)[nH]n(-c3ccccc3)c2=O)cc1 | 0 | 5 | 97 | 19 | 0.2 | -10 | 2 | -8 | 93
O=C(c1cccnc1)N1CCN(CCCc2ccccc2)CC1 | 3 | -6 | 99 | -4 | 1.2 | 4 | 1 | 25 | 103
COc1ccc(CNC(=O)CCCn2nc(C)n3ccnc3c2=O)cc1 | -7 | 15 | 100 | 10 | 0.1 | -1 | 1 | 0 | 104
COc1ccc(/C=C/C(=O)C23CC4CC(CC(C4)C2)C3)cc1CN1CCOCC1 | -2 | 11 | 105 | 20 | -2.7 | -2 | -2 | -14 | 114
Cc1cccc(CSCCNC(=O)CSCc2ccc([N+](=O)[O-])cc2)c1 | -8 | 21 | 102 | 3 | -2.0 | 53* | 2 | -4 | 106

Source: PubChem (several laboratories)
